FN deposit inh – inhibitors of fibronectin matrix deposition, primary screen, AH1F cells, Alexa488-fibronectin fluorescence, plate reader; AH1F fibroblasts, overnight; inhibition, % at 12.6 µM; hit rate 0.086% among 350,000; AID 743247, 2014;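 active means mean inhibition across replicates of 30% or more, regardless of how many single replicates reach that level; inconclusive means mean under 30% yet at least half of replicates reach 30%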;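 further: positive control wells lacked labelled fibronectin entirely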
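Assay system: AH1F fibroblasts / Quantity: 10000 cells per well / Medium: DMEM plus 2% serum, read in PBS / Reagent: labelled fibronectin 24 nM / Dosing: single dose, pinned / Times: 1 h cell attachment, overnight exposure to compound and label / Signal: fluorescence, ex 485 nm, em 525 nm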
CASP6 VEID inh – human caspase-6 inhibitors, primary screen, biochemical, VEID-R110 fluorescence, single point, set 2; purified caspase-6, Z-VEID-R110 cleavage fluorescence; inhibition, % at 12.5 µM; hit rate 0.53% among 350,000;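 active means mean inhibition across replicates at least about 35%, with every replicate also reaching that limit, limit read from the data; inconclusive means only one of the two criteria met; inactive means neither criterion met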;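 further: 0% = median of neutral control wells and 100% = no fluorescence left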
Target sequence (P55212 24-179 limits assumed): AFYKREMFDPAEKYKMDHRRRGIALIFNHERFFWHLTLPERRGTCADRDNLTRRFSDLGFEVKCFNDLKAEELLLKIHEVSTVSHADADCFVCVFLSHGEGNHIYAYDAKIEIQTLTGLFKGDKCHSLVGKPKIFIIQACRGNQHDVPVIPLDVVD
Target sequence (P55212 194-293 limits assumed): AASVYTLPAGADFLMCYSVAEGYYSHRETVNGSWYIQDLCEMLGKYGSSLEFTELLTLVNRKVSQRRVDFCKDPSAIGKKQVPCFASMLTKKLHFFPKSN
PGC1a acetyl inh – inhibitors of PGC1a acetylation signal, primary screen, cell-based, U2OS, AlphaScreen, inhibitor mode; AlphaScreen anti-acetyl-lysine; with virally co-expressed GCN5 acetyltransferase; inhibition, % at 15.6 µM; hit rate 0.17% among 350,000;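 active means every replicate shows inhibition of at least 40%; inconclusive means mean inhibition at least 40% but some replicate below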;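 further: 0% = neutral control wells and 100% = positive control wells; some results beyond the cut were filed as inactive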
Cneo AK release – Cryptococcus neoformans cell lysis inducers, primary screen, AK release luminescence, single concentration; C. neoformans lysis, adenylate kinase release luminescence, 4 h; normalised: neutral wells 0, clomiphene wells 100; lysis activity, % at 15 µM; hit rate 0.2% among 360,000; AID 651654, 2012;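 active means mean lysis activity across replicates of at least 80%, whatever share of replicates individually reach that level; inactive means mean lysis activity below 80%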
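Assay system: C. neoformans cells. Amount: yeast cell density of 5 × 10^6 cells/mL. Technique: AK luminescence. Buffer or medium: YPD. Times: static 4 h at 37 °C with compound, 1 h detection. Dosing: single-point compound dose. Read-out: lysis from increased AK signal.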
miR122 inh – miR-122 Renilla sensor signal increase in Huh7, primary screen, miR-122 inhibitor project, cell-based, single point, plate reader. Huh7 miR-122 Renilla luciferase sensor, 48 h; neutral wells = 0, positive control = 100. activation (reporter increase), % at 12.5 µM. hit rate 0.3% among 340,000;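 active means mean replicate activation score at least 90 and every replicate individually at or above 90; inconclusive means only one of the two criteria met; inactive means neither criterion met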;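 further: higher luciferase means less miR-122 activity so hits act as miR-122 inhibitors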
EWS-Fli block – EWS/Fli-driven NR0B1 reporter inhibitors, primary screen, A673 cells, NR0B1 luciferase, luminescence, MLPCN library. viability-normalised. inhibition, % at 12.6 µM. hit rate 0.67% among 350,000. AID 651661, 2012;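 active means mean inhibition of at least 50% after viability correction, with every replicate also passing that limit; inconclusive means mean reaches 50% but only one of two replicates passes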;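 further: firefly luciferase signal divided by Alamar Blue viability fluorescence both relative to DMSO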
PAX8 reporter – inhibitors of PAX8-driven TPO luciferase reporter, primary screen, RMG-I cells, single concentration; hit rate 1.2% among 360,000; SteadyGlo, 24 h; AID 652154, 2013; inhibition, % at 12.6 µM;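 active means mean replicate inhibition at least 60% with every replicate also reaching 60%; inconclusive means only one of the two criteria is met; inactive means mean below 60% and not all replicates reaching 60%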;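 further: luciferase light reporting Pax8 driven TPO promoter activity; plate controls were median of neutral control wells for no effect and mitoxantrone controls for full effect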
LGR2 antag – inhibitors of bursicon-induced LGR2 CRE-luciferase signal, primary screen, cell-based, HEK293, CRE-luciferase reporter, bursicon stimulation; bursicon-stimulated, 4 h; inhibition, % at 9.99 µM; hit rate 0.35% among 380,000; AID 720647, 2013;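 active means drop in luminescence signal, shown as inhibition above about 50% in the replicate tests, limit read from the data, passing the limit was not always enough; inconclusive means probably only some replicates passing the limit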;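 further: agonist challenge used bursicon conditioned medium at about half maximal strength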
Starred values were filed as active, the others as inactive; ? = inconclusive; . = no result given; [ ] = dose if it differs, or a comment. Hits appear at their usual frequency, and some 2.5% of all compounds hit somewhere here.

SMILES	FN deposit inh	CASP6 VEID inh	PGC1a acetyl inh	Cneo AK release	miR122 inh	EWS-Fli block	PAX8 reporter	LGR2 antag
CCOC(=O)/C(=C\C=C1/Sc2ccccc2N1CC)C(C)=O	-6	8	.	-1	-52	.	-42	9
CS(=O)(=O)N1[C@H](C#N)[C@@H](c2ccc(C#CC3CC3)cc2)[C@H]1CO	13	0	-20	3	.	-5	1	1
CNC(=O)c1ccc(-c2nc(-c3ccccc3)cs2)cc1	-8	3	-7	.	1	-129	-215	-87
O=C(CCSc1nc2ccccc2s1)N/N=C/c1c(O)ccc2ccccc12	.	-1	.	-5	.	11	47	-5
O=C(Cn1c(=O)c2cccn2c2cccnc21)N1CCN(c2ccccc2F)CC1	1	1	-1	2	-6	-1	10	-5
NC(N)=N/N=C/c1ccc(Cl)c([N+](=O)[O-])c1	-8	1	4	.	.	-15	-32	.
Cc1cc2n(n1)C(c1ccsc1)Nc1ccccc1-2 (configuration not stated)	.	.	8	0	7	.	-37	.
CC(Nc1cccc(F)c1)C(=O)Nc1ccc(S(N)(=O)=O)cc1 (configuration not stated)	3	-3	8	.	.	0	-7	4
O=C(CN1C(=O)CCS(=O)(=O)c2ccccc21)Nc1ccccc1F	7	1	-3	0	.	.	8	-3
O=C(N[C@H](Cc1ccccc1)C(=O)NCCN1CCOCC1)[C@H]1O[C@@H](n2ccc(=O)[nH]c2=O)[C@H](O)[C@@H]1O	8	1	.	.	.	-2	-9	-10
COCCSc1ccccc1C(=O)Nc1ccc2c(c1)OCCO2	0	.	-6	-2	-2	.	-13	.
CCOC(=O)C1CCN(CC(=O)Nc2cc(C)nn2-c2nc3ccccc3s2)CC1	15	.	6	-2	-4	.	.	.
c1ccc(-n2nnnc2-c2cccc3ccccc23)cc1	-5	-3	-25	.	116*	42	10	7
CC(=O)Nc1cc(-c2ccc(CO)cc2)cn2c(-c3ccc(F)cc3)cnc12	2	8	3	-1	-2	-13	9	0
C/C=C/c1ccc([C@@H]2[C@@H](C#N)N(C(=O)NC3CCCC3)[C@@H]2CO)cc1	-2	0	6	-2	.	-4	22	-6
O=C(Nc1nnc(CCS(=O)(=O)c2ccc3ccccc3c2)s1)c1ccc([N+](=O)[O-])cc1	-4	-1	.	.	.	2	-24	.
COc1ccccc1NC(=O)c1cc2c(s1)-c1ccccc1S(=O)(=O)C2	-9	1	-6	10	17	-16	-5	15
CN(Cc1cnccn1)C(=O)CC1C(=O)NCCN1Cc1ccc(F)cc1Cl (configuration not stated)	-5	0	7	-1	-4	.	-17	3
CCN(C(=O)CSc1nnc(-c2ccc(C)cc2)n1N)c1c(N)n(Cc2ccccc2)c(=O)[nH]c1=O	6	1	.	4	-5	-3	-1	19
COc1ccc(-c2[nH]ncc2CN2C[C@@H]3CCC[C@H]2C3)c(F)c1	4	-3	-2	-6	-5	-2	-4	27
N#CC(C(=O)c1ccccc1Cl)=C1SCCCS1	-10	2	1	4	-3	3	-5	-14
CCCNC(=O)C[C@@H]1CC[C@@H]2[C@H](COc3ccc(NC(=O)Cc4cccs4)cc3C(=O)N2C)O1	2	.	1	-4	-27[16.7 µM]	-8	34	17
N#C[C@@H]1[C@@H](c2ccccc2)[C@@H](CO)N1C(=O)Cc1ccccn1	8	-1	-2	-1	.	-16	-10	7
CC(=O)c1cccc(-n2nnnc2SCC(=O)Nc2cc(C)on2)c1	-1	1	.	5	4	2	5	2
Cc1nc2nc(-c3cccnc3)nn2c(C)c1Cl	-1	.	11	0	3	.	.	.
Cc1ccc(S(=O)(=O)N(C)C)cc1NC(=O)c1ccncc1	.	1	1	.	.	7	-1	2
C[C@H]1CN([C@@H](C)CO)C(=O)c2cc(NC(=O)CCC(F)(F)F)ccc2O[C@@H]1CN(C)Cc1ccc(C(F)(F)F)cc1	.	3	-9	-4	0[16.7 µM]	20	-9	1
CCOc1ccccc1N(C)S(=O)(=O)c1ccc2[nH]cc(C(=O)N(CCOC)CCOC)c(=O)c2c1	2	6	14	-4	2	6	20	0
COc1ccc(-c2csc3ncnc(N4CCN(c5ccc(OC)cc5)CC4)c23)cc1	.	1	.	0	-4	.	10	17
Cc1nc2ccc(S(=O)(=O)Nc3cc(-c4nc5cccnc5s4)ccc3C)cc2s1	7	-5	6	-1	23	-60	.	-64
Brc1ccccc1CN1CCC(Cc2ccccc2)CC1	4	-13	.	0	.	3	18	2
O=C1N/C(=C/c2ccc(N3CCCC3)cc2)C(=O)N1c1ccccc1	4	-2	.	-3	.	-51	-116	-20
O=C(NNS(=O)(=O)c1ccc(F)cc1)c1ccc(S(=O)(=O)N2CCCCC2)cc1	-9	.	?	1	2	.	15	0
COC(=O)C(CC#Cc1ccc2c(c1)[C@]1(C(=O)N2)[C@H](c2ccc(OCCO)cc2)N2[C@H](c3ccccc3)[C@H](c3ccccc3)OC(=O)[C@H]2[C@@H]1C(=O)N1CCN(c2ncccn2)CC1)C(=O)OC	.	-1	.	3	.	76*	-22	.
CCn1c(SCC(=O)NCc2ccco2)nc2ccccc2c1=O	14	4	.	.	4	13	15	-3
O=C(Nc1ccncc1)c1cc(S(=O)(=O)N2CCN(c3ccccc3)CC2)ccc1Cl	17	-3	6	-4	-2	19	17	21
C[C@@H]1CN([C@H](C)CO)C(=O)Cc2cc(NS(=O)(=O)c3ccc(Cl)cc3)ccc2O[C@@H]1CN(C)Cc1ccc(C(=O)O)cc1	.	-2	14	.	0[16.7 µM]	33	.	7
CC1=C(C#N)C(Nc2cccc(C)n2)(C(F)(F)F)C(=O)N1 (configuration not stated)	.	.	16	0	-1	.	.	16
COc1ccccc1CNC(=O)C[C@H]1C[C@@H]2c3cc(NC(=O)C4CCOCC4)ccc3O[C@@H]2[C@@H](CO)O1	-1	2	2	13	-5[16.7 µM]	8	14	20
COc1ccc(C2c3c4c(n(C)c3CCN2C)CCN(C)C4c2ccc(OC)cc2)cc1 (configuration not stated)	11	.	-5	-1	0	.	.	.
COc1cccc(NC(=O)C[C@@H]2CC[C@@H]3[C@@H](COc4ccc(NC(=O)C5CCCC5)cc4C(=O)N3C)O2)c1	-7	1	4	.	.	36	1	0
Cc1cc(C(=O)CN2C(=O)NC3(CCCCC3)C2=O)c(C)n1-c1ccc2c(c1)OCO2	-4	3	.	.	.	15	-2	-2
Cc1cccc(N2C(N)=NC(N)=NC23CCCCC3)c1	3	.	-6	-3	-3	.	.	.
CNC(=O)CCc1nc(-c2ccc(C(C)(C)C)cc2)no1	.	.	-6	-3	4	.	.	-53
CS(=O)(=O)c1ccc(Cl)c(NC(=O)COC(=O)/C=C/c2cnc3ccccc3n2)c1	9	-5	-4	.	.	-6	8	-19
O=C(COc1ccccc1[N+](=O)[O-])OC1CCS(=O)(=O)C1 (configuration not stated)	.	-3	3	9	2	5	0	-23
N=c1n(Cc2ccc(Cl)cc2)c2ccccc2n1CC(O)c1ccco1 (configuration not stated)	-8	.	4	7	262*	.	12	.
CN(C)c1ccc(NC(=O)c2ccc(Cn3cc([N+](=O)[O-])cn3)cc2)cc1	-2	1	5	-1	-8	-21	-79	-83

Five compounds out of the list above, sorted by the number in PGC1a acetyl inh, high to low:
Structure | PGC1a acetyl inh
CN(C)c1ccc(NC(=O)c2ccc(Cn3cc([N+](=O)[O-])cn3)cc2)cc1 | 5
N=c1n(Cc2ccc(Cl)cc2)c2ccccc2n1CC(O)c1ccco1 (configuration not stated) | 4
O=C(COc1ccccc1[N+](=O)[O-])OC1CCS(=O)(=O)C1 (configuration not stated) | 3
CS(=O)(=O)c1ccc(Cl)c(NC(=O)COC(=O)/C=C/c2cnc3ccccc3n2)c1 | -4
CNC(=O)CCc1nc(-c2ccc(C(C)(C)C)cc2)no1 | -6

(more compounds)
SMILES	FN deposit inh	CASP6 VEID inh	PGC1a acetyl inh	Cneo AK release	miR122 inh	EWS-Fli block	PAX8 reporter	LGR2 antag
O=C(CNC(=O)c1ccc(Cl)cc1)c1ccccc1	-1	-3	9	.	.	-85	-151	-35
O=C(N/N=C/c1ccncc1)c1cccc(N/N=C/c2ccncc2)c1	.	3	.	.	.	-24	5	-7
O=C(O)c1ccc(N2C(=O)CC(N3CCN(c4cccc(C(F)(F)F)c4)CC3)C2=O)cc1 (configuration not stated)	15	90*	-15	0	-3	1	-4	1
CCCNC(=O)Nc1ccc2c(c1)C(=O)N(C)C[C@H](OC)[C@H](C)CN(S(C)(=O)=O)[C@@H](C)CO2	4	1	7	.	.	1	-24	0
C[C@H]1CN([C@@H](C)CO)C(=O)c2cccc(NS(=O)(=O)c3cccs3)c2O[C@H]1CN(C)S(=O)(=O)c1ccc(Cl)cc1	.	-2	1	-2	14[16.7 µM]	-5	-14	-1
CCC/C(=N\NC(=O)CNC(=O)c1ccc(Cl)cc1)c1ccccc1	0	1	.	.	.	-2	11	-14
O=C(C[C@@H]1CC[C@H](NC(=O)C2CC2)[C@@H](CO)O1)Nc1nccs1	4	1	3	6	.	-8	-5	-4
Cc1nc2c(OCc3ccc(F)cc3)cccn2c1N(C)C(=O)CCC1CCCC1	-4	13	-9	3	-5	14	10	-2
Cc1ccc(S(=O)(=O)N2C[C@H]3C(=O)C[C@@H](c4ccccc4)N(S(C)(=O)=O)[C@H]3C[C@H]2c2ccccc2)cc1	12	1	19	4	2	5	45	26
CN1C(=C2C(=O)OC(C)(C)OC2=O)Sc2ccccc21	.	1	-2	-1	.	-53	.	-12
Cc1nc(C(F)(F)F)ccc1C(=O)N1CCCCC1	-9	-2	6	-1	-3	2	12	12
COc1ccc(-c2nnn(CCc3nn[nH]n3)n2)cc1OC	7	.	-6	-3	13	.	5	.
Cc1cccc(NC(=S)NC(C)C(c2cccs2)N2CCN(C)CC2)c1C (configuration not stated)	13	-7	-1	0	.	0	-8	45
O=C(Cn1cc(/C=C\[N+](=O)[O-])c2ccccc21)Nc1ccccc1	-2	7	25	.	16	43	18	67*
COc1ccc(C(=O)Nc2ccc3[nH]ccc3c2)cc1	-2	-1	-8	.	.	44	6	?
CCC(Sc1nncn1C)C(=O)Nc1ccccc1OC (configuration not stated)	3	.	12	5	-5	.	.	.
CSCC[C@H](NC(=O)OC(C)(C)C)c1nnc(SCC(=O)Nc2ccc(C)cc2C)o1	.	.	9	-7	-5	.	.	-19
O=C(Nc1ccccc1N1CCOCC1)c1ccc(OCc2cscn2)cc1	6	1	-5	-1	4	.	6	10

By substructure, the compounds so far containing a COOH group.
SMILES	FN deposit inh	CASP6 VEID inh	PGC1a acetyl inh	Cneo AK release	miR122 inh	EWS-Fli block	PAX8 reporter	LGR2 antag
C[C@@H]1CN([C@H](C)CO)C(=O)Cc2cc(NS(=O)(=O)c3ccc(Cl)cc3)ccc2O[C@@H]1CN(C)Cc1ccc(C(=O)O)cc1	.	-2	14	.	0[16.7 µM]	33	.	7
O=C(O)c1ccc(N2C(=O)CC(N3CCN(c4cccc(C(F)(F)F)c4)CC3)C2=O)cc1 (configuration not stated)	15	90*	-15	0	-3	1	-4	1

Screening results deposited in PubChem BioAssay by Broad Institute.
